# USP2a inh: blocks human ubiquitin-specific protease USP2a | O75604 | USP2 core, Ub-CHOP2 coupled fluorogenic reporter, 485/531 | Potency, µM (highest dose often 38.3 µM), for the others: at the highest dose activity change, negative = inhibition, actives largely listed as inhibitors | actives 0.01% (n = 330,000) | AID 463254;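 also: potency is read from the fitted curve at half-maximal effect; plate controls were DMSO wells for no effect and full inhibition by NEM control for full effect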
#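 Cell-free coupled assay: 10nM USP2 core preincubated 30min RT with compound in Tris-HCl pH 8.0/CaCl2/CHAPS buffer, then 25nM Ub-CHOP2 and 25nM reporter substrate; fluorescence (Ex 485/Em 531) read after 60min RT, normalized to NEM inhibition, concentration-response curves fitted.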
# a7 integrin act: activates integrin-mediated alleviation for muscular dystrophy | actives 0.064% (n = 350,000) | alpha7betagal myoblasts, beta-gal FDG fluorescence, 48 h | AID 624291 | Potency, µM (doses to about 38.3 µM), for inactives: top-dose activation, hits mostly activators;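 also: potency is read from the fitted curve at half-maximal effect; 100% = response of the positive control SU9516; nearly all actives have a fitted effect of over 60% in size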
#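 alpha7betagal+/- myoblasts (passage 13, 250/well) treated 48 h at 37C with compounds at 1:260 dilution of DMSO stock. Lysed, then beta-galactosidase activity read as FDG fluorescence (ex 480/em 540) after 30 min, with pre-read for autofluorescence.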
# B2AR arrestin: recruits beta-arrestin to the human beta2-adrenergic receptor; P07550; beta-arrestin recruitment to beta2AR, cell-based reporter; actives 0.02% (n = 330,000); Potency, µM (series often up to 46.1 µM), without a hit: at the highest dose activation, usual class: activators;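 also: potency is read from the fitted curve at half-maximal effect; 0% = DMSO controls and full agonism = EC100 isoproterenol or metaproterenol; nearly all actives have a fitted effect of over 65% in size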
# ELG1 genotox: induces genotoxicity in HEK293T cells with luciferase-tagged ELG1 | actives 1.3% (n = 330,000) | HEK293T ELG1-luciferase reporter, luminescence, 16 h | Potency, µM (titrated, usually from 46 µM), for the others: top-dose activity change, positive = activation, actives largely listed as activators | AID 504466; also: potency is read from the fitted curve at half-maximal effect; % of control where 0% means no effect; nearly all actives have a fitted effect of over 60% in size
#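 Reporter readout depends on ELG1 protein level, which increases with genetic stress. After 16 hr compound exposure at 37 °C, luciferase activity was quantified using ONE-Glo.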
# uPA generation: blocks generation of uPA at the cell surface. cell surface uPA generation assay, qHTS. Potency, µM (top dose mostly 38.3 µM), inactives show at the highest dose activity change, negative = inhibition, hits mostly inhibitors. actives 0.31% (n = 330,000). AID 540303; active = well fitted inhibition curve with a large enough effect; inconclusive = small, poorly fitted or top-dose-only effect; inactive = no such curve, though single readings can be large or run the other way; tested in mouse RAW 264.7 cells; also: potency is read from the fitted curve at half-maximal effect; % is scaled to controls: 0 for no effect and ±100 for the full control effect; nearly all actives have a fitted effect of over 55% in size
# Eya2 phos inh: Eya2 (human) phosphatase inhibition; recombinant Eya2, OMFP fluorescence dephosphorylation (OMFP is methylfluorescein phosphate); Potency, µM (highest dose often 76.9 µM), inactives show at the top dose activity, negative = inhibition, most hits filed as inhibitors; actives 0.006% (n = 330,000); AID 488837; also: potency is read from the fitted curve at half-maximal effect; % is scaled to controls: 0 for no effect and ±100 for the full control effect
#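 Eya2 (0.2 uM) preincubated 10 min at ambient with compound, then OMFP substrate added at 50 uM; 10 min reaction in 50 mM HEPES pH 7.5, 50 mM NaCl, 5 uM MgCl2, 0.05% BSA, 1 mM DTT. Fluorescence read at Ex 485/Em 525 nm.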
# PTAP TSG101 blk: blocks PTAP/TSG101 interaction to inhibit HIV-1 budding. Q99816. AID 493005. Potency, µM (top dose mostly 115 µM), for the others: top-dose activity change, negative = inhibition, actives largely listed as inhibitors. 340,000 tested, under 10 active. Fluorescence polarization, FITC-PTAP peptide / Tsg101 binding; active = well fitted inhibition curve with a large enough effect in the main read-out, with a control signal flat, not every such curve was filed as active; inconclusive = small, poorly fitted or top-dose-only effect, or effect the other way, or a change in a side signal; inactive = no such curve, though single readings can be large or run the other way; also: potency is read from the fitted curve at half-maximal effect; % of control where 0% means no effect
#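 Fluorescence polarization binding of Tsg101 binding domain (10 uM final) to FITC-labeled PTAP peptide (50 nM final) in HEPES pH 7.5 buffer with NaCl, Tween 20, EDTA, TCEP. Compounds added before peptide; binding 20 min at RT.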
# TRPV1 agonist: human TRPV1 agonism. Q8NER1. TRPV1-expressing cells, Fluo-8 calcium influx, agonist mode. actives 0.19% (n = 320,000). activation, % at 8.33 µM. AID 540275; in the data active = activation above about 80%; inconclusive = between about 30% and that limit; also: 0% is about no effect
# Target sequence (Q8NER1 whole entry, looked up): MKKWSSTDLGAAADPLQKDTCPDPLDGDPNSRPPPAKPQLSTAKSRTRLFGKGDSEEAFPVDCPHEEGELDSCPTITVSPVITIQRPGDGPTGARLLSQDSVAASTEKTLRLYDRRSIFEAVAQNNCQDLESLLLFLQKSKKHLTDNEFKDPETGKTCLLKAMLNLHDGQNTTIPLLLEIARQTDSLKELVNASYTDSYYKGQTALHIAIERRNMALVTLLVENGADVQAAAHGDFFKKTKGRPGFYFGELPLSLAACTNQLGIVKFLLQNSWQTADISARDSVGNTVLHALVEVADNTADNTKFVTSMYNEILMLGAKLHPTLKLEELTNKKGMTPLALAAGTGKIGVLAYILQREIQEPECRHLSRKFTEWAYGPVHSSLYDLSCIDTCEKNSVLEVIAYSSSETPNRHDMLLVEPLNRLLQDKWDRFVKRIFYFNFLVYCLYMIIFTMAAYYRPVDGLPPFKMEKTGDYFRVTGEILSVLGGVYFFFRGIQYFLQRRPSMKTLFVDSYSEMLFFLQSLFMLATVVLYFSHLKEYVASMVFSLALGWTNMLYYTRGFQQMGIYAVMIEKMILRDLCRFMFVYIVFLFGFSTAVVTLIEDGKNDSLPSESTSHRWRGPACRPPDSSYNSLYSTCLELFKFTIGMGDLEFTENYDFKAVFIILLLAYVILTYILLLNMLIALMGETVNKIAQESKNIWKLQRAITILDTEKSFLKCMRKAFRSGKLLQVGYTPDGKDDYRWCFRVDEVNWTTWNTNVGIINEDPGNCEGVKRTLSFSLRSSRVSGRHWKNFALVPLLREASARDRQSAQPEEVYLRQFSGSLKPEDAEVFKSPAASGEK
#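 TRPV1-expressing cells were cultured overnight at 35.5C and loaded with Fluo-8 calcium dye for 40 to 90 min at room temperature. After a 10 s baseline, compound was added and calcium influx was read kinetically for 3 min (ex 480/em 520 nm).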
# p53 reactivator: restores transcriptional activity of mutant p53; H1299 p53-A138V BP100-luciferase reporter, luminescence, 24 h; Potency, µM (doses to about 92.2 µM), inactives show at the highest dose activity change, positive = activation, usual class: activators; actives 0.063% (n = 320,000); AID 504706; also: potency is read from the fitted curve at half-maximal effect; % of control where 0% means no effect; nearly all actives have a fitted effect of over 45% in size
#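 H1299 (p53-null), stable ts p53-A138V + BP100-Luc; 1000 cells/well, Opti-MEM/10% FBS; cpd 4 pt, 1:5; 24 h, 37 deg C, 5% CO2; detection reagent 10 min RT; luminescence.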
# S-ASM inh: inhibitors of human secretory acid sphingomyelinase; placental ASM, HMU-PC fluorogenic substrate, 60 min; AID 504937; P17405; Potency, µM (doses to about 57.5 µM), for the others: at the highest dose activity change, negative = inhibition, most hits filed as inhibitors; actives 0.006% (n = 340,000); also: potency is read from the fitted curve at half-maximal effect
#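 qHTS format. ASM enzyme prepared from human placenta hydrolyses the fluorogenic substrate HMU-PC0 (9 uM final) over 60 min at 37 °C after a 10 min compound preincubation.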
# BRCA1 expr act: activators of BRCA1 expression | Potency, µM (series often up to 46.1 µM), for the others: at the top dose activation, hits mostly activators | MCF7-BRCA1-FFLuc reporter, luminescence, 48 h; response scale: scaled: vehicle 0%, 10 µM genistein 100% | actives 1.1% (n = 380,000); also: potency is read from the fitted curve at half-maximal effect; nearly all actives have a fitted effect of over 80% in size; some results filed as inactive show a strong effect at the top dose
#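 MCF7 cells carrying a BRCA1-firefly luciferase reporter (2000 cells/well, phenol-red free MEM) were attached for 2 h at 37 °C, then given compounds for 48 h. Luminescence was read 15 min after luciferase reagent; activity normalized to genistein (10 microM) and DMSO.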
# An asterisk follows results filed as active; ? = inconclusive; . = not tested or not shown; [ ] = remark or other dose. Unless noted, calls follow the shape of the dose curve; as a rule, active = well fitted curve in the direction sought with a large enough effect; inconclusive = small, poorly fitted or top-dose-only effect, or another doubt; inactive = no such curve, though single readings can be large; an effect the other way counts as inactive or inconclusive.
SMILES	USP2a inh	a7 integrin act	B2AR arrestin	ELG1 genotox	uPA generation	Eya2 phos inh	PTAP TSG101 blk	TRPV1 agonist	p53 reactivator	S-ASM inh	BRCA1 expr act
CCOC(=O)NC(Nc1cc(C)ccn1)(C(F)(F)F)C(F)(F)F	2%	14%	0.2%	0%	-2%	-16%	-10%	2	1%	0%	3%
COc1ccc(NC(=O)C2CCCCN2S(=O)(=O)c2ccc(F)cc2)c(OC)c1 (stereo not given)	-8%	2%	0.5%	-2%	6%	-5%	-7%	2	-10%	4%	-19%
COc1cc(Br)cc2cc(C(=O)NCC3CCCO3)c(=O)oc12 (stereo not given)	3%	20%	0.4%	4%	2%	-7%	-4%	-3	-1%	0%	1%
CCCCN(CC)C(=O)C1CCCN(S(=O)(=O)c2cccc3nsnc23)C1 (stereo not given)	2%	-25%	0.0%	0%	-9%	-10%	-4%	16	-6%	-3%	-4%
COc1cc(C(=O)Nc2cc(C(F)(F)F)ccc2N2CCOCC2)ccc1O	-2%	1%	3.3%	9%	4%	-2%	-2%	1	-14%	3%	-7%
Cc1ccccc1NC(=O)CSc1nc(N)c(C#N)c(-c2cccs2)c1C#N	1%	-30%	-0.4%	1%	-1%	-19%	-3%	0	?	68%	-30%
O=C(Cn1nnc2ccccc21)OCC(=O)c1ccc(F)cc1	0%	15%	-0.7%	-1%	6%	9%	0%	-4	4%	-1%	-1%
Cc1ccc(C)c(NC(=O)C(=O)NCCCN2CCOCC2)c1	1%	-23%	-0.4%	-2%	-1%	-2%	1%	-4	3%	1%	-15%
Cc1ccc(NC(=O)C2C3CCCCC32)cc1[N+](=O)[O-] (stereo not given)	0%	-22%	0.1%	?	-24%	-3%	-4%	30	?	-5%	?
CC(C)(C)NC(=O)Cn1c(Cl)nc2ccccc21	2%	-13%	-0.2%	-3%	0%	3%	-3%	-1	-2%	0%	3%
COc1ccc(N2C(=O)c3ccc(NC(C)=O)cc3C2=O)cc1	0%	14%	0.3%	1%	-1%	-7%	0%	-2	14%	-4%	-25%
Cc1ccc(C)c(N2C(=O)CN=C2Nc2ccccc2Cl)c1	0%	4%	-0.1%	-1%	3%	-4%	-4%	-1	-7%	1%	3%
Cc1cccc(C(=O)NC2CCN(S(=O)(=O)c3ccc(F)cc3)CC2)c1	-5%	-20%	-0.1%	1%	12%	-6%	0%	11	-2%	1%	1%
CC12C(=O)N(Cc3ccco3)C(=O)C1C1c3ccccc3C2c2ccccc21 (stereo not given)	0%	22%	0.2%	-9%	-2%	-14%	-2%	0	-1%	0%	-21%
COc1cc(NC(=O)c2cccs2)c(OC)cc1NC(=O)Cc1ccccc1	2%	-16%	-0.8%	-5%	3%	1%	0%	?	-2%	-11%	-21%
COC(=O)C1C2CC3c4[nH]c5cc(OC)ccc5c4CCN3CC2CC(OC(=O)CC(C)=O)C1OC (stereo not given)	.	-19%	.	.	5%	.	12%	.	.	84%[activator]	-33%
COc1cc(OC)cc(-c2nc(-c3cccs3)no2)c1	1%	13%	-0.4%	-9%	5%	-3%	-3%	7	2%	-4%	36%
O=S(=O)(CC(O)CS(=O)(=O)c1ccc(Cl)cc1)c1ccccc1 (stereo not given)	-2%	20%	-0.4%	0%	8%	0%	-4%	1	2%	4%	3%
CC(=O)Nc1ccc(S(=O)(=O)NCCC(=O)OCc2nnc(-c3ccccc3)o2)cc1	3%	-6%	0.1%	-1%	1%	1%	-5%	-5	0%	0%	-10%
CCN(CC)C(=O)CCCc1c[nH]c2ccccc12	-3%	8%	-0.1%	2%	2%	3%	-3%	7	6%	3%	23%
C=C(Cl)COc1ccc2c(CCC)cc(=O)oc2c1	0%	-30%	0.4%	11%	0%	-19%	-4%	?	5%	16%	17%
Cn1c(=O)c2c(ncn2CC(=O)OCC(=O)NNC(=O)c2ccc(Cl)cc2)n(C)c1=O	3%	4%	1.9%	4%	1%	-3%	-5%	1	-1%	0%	-14%
CCCNC(=O)c1ccc2snnc2c1	3%	4%	-0.2%	4%	6%	-11%	-2%	-3	-6%	1%	-5%
Cn1c(=O)c2ccccc2n(CC(=O)Nc2ccc3c(c2)OCCO3)c1=O	-1%	-22%	-0.1%	-3%	1%	1%	-1%	-2	-5%	-15%	-16%
CC(C)(C)Cc1nnc(NC(=O)c2ccc3c(c2)OCO3)s1	-2%	-22%	-0.2%	?	-1%	-14%	-4%	2	?	4%	?
CC(C)(C)n1cnc2cc(NC(=O)c3ccccc3)ccc21	0%	16%	-0.6%	5.2µM*	-11%	2%	-7%	0	22%	3%	?
Cc1ccc(/C=N/NC(=O)c2ccco2)cc1	0%	21%	-0.1%	?	-10%	7%	-1%	?	9%	4%	4%
Cc1cc(NS(=O)(=O)c2ccccc2)ccc1NS(=O)(=O)c1ccccc1	.	17%	.	.	4%	.	-3%	.	.	-2%	-28%
COc1cc(C(c2c(C)n(C)n(-c3ccccc3)c2=O)c2c(C)n(C)n(-c3ccccc3)c2=O)cc(Br)c1O	2%	7%	0.0%	-3%	?	15%	-5%	-8	1%	0%	-4%
Cc1cccc(Cn2ncc(Cl)c(Cl)c2=O)c1	2%	-66%[inhibitor]	-0.3%	3%	.	-17%	-4%	4	-32%[inhibitor]	-1%	-78%
Cn1c(SCC(=O)NCc2ccccc2)ncc(C(=O)Nc2ccccc2)c1=O	-4%	-12%	0.1%	3%	-6%	20%	2%	-5	11%	13%	-31%
Cc1cc(N2C(=O)c3ccccc3C2=O)n(C)n1	2%	?	-0.8%	0%	-2%	22%	0%	-5	0%	3%	-10%
COc1cccc2cc(C(=O)NC3CC(C)(C)NC(C)(C)C3)c(=O)oc12	.	-10%	.	.	-2%	.	-3%	.	.	0%	-4%
CCOc1cc(C(=O)N2CCN=C2SC)cc(OCC)c1OCC	2%	-2%	-0.2%	-1%	2%	-6%	-2%	-12	-8%	1%	-2%
Cc1cc(C(F)F)nn1CC(=O)NC1CCCCCC1	-1%	8%	0.1%	6%	6%	-3%	1%	0	14%	-2%	15%
Cc1ccc(NC(=O)C2CCN(S(=O)(=O)c3cccs3)CC2)cc1	7%	?	-1.0%	-4%	-2%	-7%	1%	?	-4%	-1%	0%
Cc1cccc(NC(=O)c2cccc(C(=O)Nc3cccc(C)c3)c2)c1	-1%	-5%	-1.1%	3%	-3%	10%	-3%	25	-3%	20%	21%
CNC(=O)Cn1nc(C)c2ccccc2c1=O	0%	-2%	0.1%	0%	.	-3%	-7%	.	6%	0%	0%
Cc1cc(C(=O)Nc2cccc([N+](=O)[O-])c2C)cs1	2%	19%	-0.7%	10%	0%	13%	-1%	5	-15%	1%	46%
COc1ccc(CCNS(=O)(=O)c2ccc(Cl)cc2)cc1OC	-3%	36%	0.0%	-8%	1%	8%	-6%	4	-3%	4%	-14%
COc1ccc(CC(=O)OCC(=O)NC2CCCC(C)C2C)cc1OC (stereo not given)	2%	0%	-0.6%	2%	11%	3%	0%	.	-9%	-1%	-16%
CCOC(=O)/C(=C\c1ccc(N2CCC(c3ccccc3)=N2)cc1)C(C)=O	.	22%	.	.	-9%	.	?	.	.	7%	-25%
CCc1cccc(NC(=O)CCS(=O)(=O)c2cc3c(cc2C)NC(=O)CO3)c1	-1%	-9%	0.1%	0%	13%	15%	-2%	-1	15%	-2%	-21%
O=C(COC(=O)c1c[nH]c2ccccc12)Nc1ccc([N+](=O)[O-])cc1	2%	-28%	0.1%	0%	3%	0%	1%	1	-5%	-4%	-27%
CC(=O)c1ccc(OCc2cc(C(=O)NC(C)c3cnn(C)c3)no2)cc1 (stereo not given)	-1%	30%	3.3%	?	2%	2%	-1%	2	16%	-1%	?
Cn1cccc1/C=N/NC(=O)CNc1ccc2ccccc2c1	4%	-10%	0.3%	-4%	1%	-12%	-2%	16	-1%	-2%	-31%
CCCCNC(=S)N(CCCO)Cc1cc2cc3c(cc2[nH]c1=O)OCCO3	0%	3%	0.2%	4%	-1%	-4%	-2%	-5	.	14%	-34%

# Screening results deposited in PubChem BioAssay by National Center for Advancing Translational Sciences (NCATS).
